Bim-Bfl-1: inhibitors of Bim-Bfl-1 interaction, human | 190,000 compounds, 0.12% hits | inhibition, % at 10 µM | Bead-based flow cytometry, Bim-Bfl-1 binding inhibition;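 note: 0% = wells without compound plus tracer and 100% = blocker peptide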
RGS7-Gao reg: modulates binding of RGS7 to human Galphao; binding response (% of control), % at 10 µM; 220,000 compounds, 0.35% hits; Multiplexed bead flow cytometry; actives lie on both sides; in the data active = binding response below about 49% or above about 150%; inconclusive = no clear call, values can overlap the other calls; inactive = in between;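 note: fluorescent Galphao held in activated GDP-AlF4 state binding bead-coupled RGS7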
Target sequence (P09471 whole entry, looked up): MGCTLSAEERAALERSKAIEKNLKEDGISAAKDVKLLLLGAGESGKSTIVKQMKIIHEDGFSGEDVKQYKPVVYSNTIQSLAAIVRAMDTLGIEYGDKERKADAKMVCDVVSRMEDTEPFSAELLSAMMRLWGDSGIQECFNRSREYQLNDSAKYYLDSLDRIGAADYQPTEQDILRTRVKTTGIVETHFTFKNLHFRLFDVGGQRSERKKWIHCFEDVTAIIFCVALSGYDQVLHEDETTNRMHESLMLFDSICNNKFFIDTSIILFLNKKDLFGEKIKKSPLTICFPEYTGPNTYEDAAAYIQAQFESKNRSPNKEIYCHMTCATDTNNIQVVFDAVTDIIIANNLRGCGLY
Bim-Bcl-W: human Bim-Bcl-W interaction inhibition | inhibition, % at 10 µM | AID 952 | bead-based flow cytometry, Bim peptide-Bcl-W binding | 190,000 compounds, 0.02% hits | Q92843;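 note: 0% = bound tracer without compound and 100% = peptide blocker; higher means less fluorescent Bim peptide bound to Bcl-W beads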
Target sequence (Q92843 whole entry, looked up): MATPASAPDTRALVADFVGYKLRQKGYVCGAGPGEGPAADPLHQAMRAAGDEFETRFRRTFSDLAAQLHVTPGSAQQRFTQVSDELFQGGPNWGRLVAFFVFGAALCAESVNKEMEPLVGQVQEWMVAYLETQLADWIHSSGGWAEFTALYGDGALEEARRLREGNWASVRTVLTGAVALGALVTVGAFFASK
RGS8-Gao reg: human RGS8-Galphao interaction regulation; 220,000 compounds, 0.34% hits; AID 1423; P09471; multiplexed bead flow cytometry, RGS8-Galphao binding; actives lie on both sides; response (percent of control binding), % at 10 µM; in the data active = response below about 60% or above about 140%; inactive = in between;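 note: Galphao activated as the GDP aluminium fluoride complex binding bead-coupled RGS8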
RGS4-Gao reg: modulates binding of RGS4 to human Galphao; Multiplexed bead flow cytometry; actives lie on both sides; 220,000 compounds, 0.33% hits; binding response (% of control), % at 10 µM; P09471; in the data active = binding response below about 49% or above about 150%; inactive = in between;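 note: fluorescent Galphao activated with aluminum fluoride binding bead-coupled RGS4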
Bim-Bcl-XL: inhibitors of Bim-Bcl-XL interaction, human; Q07817; Bim peptide-Bcl-XL binding, bead flow cytometry, fluorescence; AID 1007; inhibition, % at 10 µM; 190,000 compounds, 0.04% hits
Target sequence (Q07817 whole entry, looked up): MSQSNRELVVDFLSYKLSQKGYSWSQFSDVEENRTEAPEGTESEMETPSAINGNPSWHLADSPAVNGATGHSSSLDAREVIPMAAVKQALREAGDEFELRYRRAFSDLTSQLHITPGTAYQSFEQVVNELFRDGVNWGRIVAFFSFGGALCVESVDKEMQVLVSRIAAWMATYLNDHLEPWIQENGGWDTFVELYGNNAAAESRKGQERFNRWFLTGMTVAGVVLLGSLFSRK
Bcl-2 Bim block: human Bim-Bcl-2 interaction inhibition | 190,000 compounds, 0.06% hits | Bead-based flow cytometry, Bim peptide-Bcl-2 binding | inhibition, % at 10 µM; in the data active = inhibition above about 40%; inconclusive = no clear call, values can overlap the other calls;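 note: 0% = no compound wells with probe peptide and 100% = reference peptide inhibitor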
Bcl-B Bim block: human Bim-Bcl-B interaction inhibition | 190,000 compounds, 0.073% hits | bead-based flow cytometry, Bim peptide-Bcl-B binding | AID 951 | inhibition, % at 10 µM | Q9HD36;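 note: 0% = tracer peptide without compound and 100% = reference inhibitor peptide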
Target sequence (Q9HD36 whole entry, looked up): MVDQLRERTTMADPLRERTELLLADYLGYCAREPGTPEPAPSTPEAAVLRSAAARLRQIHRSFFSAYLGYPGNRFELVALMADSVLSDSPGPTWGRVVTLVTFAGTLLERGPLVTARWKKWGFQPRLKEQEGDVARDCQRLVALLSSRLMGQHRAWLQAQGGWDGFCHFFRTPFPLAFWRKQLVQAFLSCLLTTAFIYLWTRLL
Mcl1 Bid PPI: disrupts binding of human Mcl-1 to Bid peptide. 220,000 compounds, 0.97% hits. Q07820. inhibition, % at 21.7 µM. TR-FRET Mcl-1/Bid-Dy647 peptide binding, 1536-well;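 active = compounds that cut the binding signal by more than half at the single screening dose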;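 note: His-tagged Mcl-1 with europium anti-His antibody binding Bid BH3 peptide; 0% = Mcl-1 plus peptide wells and 100% = peptide-only wells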
Mcl-1 Bim block: human Bim-Mcl-1 interaction inhibition; Bead-based flow cytometry, Bim peptide-Mcl-1 binding; AID 1009; 190,000 compounds, 0.1% hits; inhibition, % at 10 µM; Q07820;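 note: 0% = no compound tracer wells and 100% = peptide blocker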
Mcl1-Noxa inh: Mcl-1/Noxa interaction inhibition; inhibition, % at 21.7 µM; 220,000 compounds, 1.5% hits; TR-FRET Mcl-1/Noxa peptide binding, 2 h; Q07820; AID 1022;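 active = compounds that cut the protein-peptide binding signal by more than 50% relative to plate controls in a single-dose test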;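 note: His-tagged Mcl-1 with rhodamine Noxa BH3 peptide and terbium anti-His antibody; 0% = Mcl-1 plus Noxa peptide wells and 100% = peptide-only wells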
Starred values were filed as active, the others as inactive; ? = inconclusive; nt = not tested or not shown. Cut-off read from the data, not from the text of the source, unless noted: active = inhibition above about 40%.

SMILES	Bim-Bfl-1	RGS7-Gao reg	Bim-Bcl-W	RGS8-Gao reg	RGS4-Gao reg	Bim-Bcl-XL	Bcl-2 Bim block	Bcl-B Bim block	Mcl1 Bid PPI	Mcl-1 Bim block	Mcl1-Noxa inh
COCCNC(=O)C(c1cccs1)N(C(=O)Cn1nnc2ccccc21)c1ccccc1 (centres undefined)	-12	104	0	106	106	-4	-8	-9	-5	-1	13
CC(=O)Nc1nnc(CSCc2ccccc2F)s1	nt	?	nt	111	115	nt	nt	nt	2	nt	-4
Oc1ccc(Cl)cc1C(C#Cc1ccccc1)N1CCOCC1 (centres undefined)	-1	104	-1	104	108	-5	-2	-4	23	-2	8
COc1ccc(S(=O)(=O)Nc2ccccc2OC)cc1C	-13	99	0	95	103	-3	-12	-3	-2	-1	11
CC(C)Oc1nc(-c2ccccc2O)nc2ccccc12	2	100	0	99	107	0	3	0	-3	-3	-14
Cc1csc(NC(=O)c2cc(C)nc3ccccc23)n1	-1	109	0	120	108	-2	3	0	-2	0	24
CCn1c(C)cc(/C=C2\SC(=O)N(CC(=O)Nc3ccc(C)c(C)c3)C2=O)c1C	1	-28*	4	6.0*	-95*	1	1	-8	-36	0	2
Cc1cc(C)n2nc(-c3sccc3-n3c(C)ccc3C)cc2n1	-16	97	-2	97	96	-8	-5	-11	-5	-1	5
O=C(/C=C/c1ccccc1)Nc1ccc(C(=O)N2CCCCC2)cc1	-3	109	-3	105	106	-6	-4	-8	-6	-2	-1
O=C(Nc1ccc2c(c1)OCO2)Nc1ccc(Cl)cc1Cl	-17	103	-1	96	89	-9	-11	-9	-19	-4	6
COc1ccc(/C=N/NC(=O)CCn2nc(C)cc2C)cc1O	nt	?	nt	100	102	nt	nt	nt	-11	nt	-23
O=C(CSCc1ccccc1Cl)NCCSc1ccccn1	6	99	-4	95	98	-3	4	2	8	1	-2
Cn1c(SCc2ccc([N+](=O)[O-])cc2)nnc1-c1cccnc1	-5	?	-4	99	103	-4	-4	-6	0	1	-9
Cc1cc(NC(=O)CN2C(=O)CCSc3ccccc32)no1	0	89	-1	97	95	0	-4	-2	-53	-1	14
COC(=O)c1ccccc1NC(=O)c1c(O)c2c([nH]c1=O)CCCC2	-18	98	-2	102	101	-6	-8	-8	-9	-6	-5
O=C(NCCO)/C(=C\c1ccco1)NC(=O)c1cccs1	-8	103	0	105	102	-1	-7	-9	-50	-1	-3
Cc1cc(Oc2ccc(Cl)cc2)nc(SCC(=O)c2ccccc2)n1	-1	98	-3	100	100	-4	-2	-6	-3	-3	18
COc1ccc(-c2csc(NC(=O)c3ccc(S(C)(=O)=O)cc3)n2)cc1	-2	98	0	102	96	0	-4	-2	-38	-1	16
Cc1ccc(S(=O)(=O)N2CCCCC2)cc1C(=O)OCC(=O)NC(=O)NC12CC3CC(CC(C3)C1)C2	0	101	0	101	102	-4	-2	-2	-22	0	7
CC(=O)c1ccccc1OC(=O)COc1ccc(Cl)cc1C	-2	102	-2	102	102	0	-2	0	-6	0	8
Cc1cc(C(=O)CSc2nc(N)cc(=O)[nH]2)c(C)n1Cc1ccco1	nt	?	nt	95	92	nt	nt	nt	-105	nt	36
O=C(CSC1=Nc2ccccc2C2=NC(CC(=O)NC3CCCCC3)C(=O)N12)NCc1ccco1 (centres undefined)	-7	104	2	105	103	0	0	-5	-12	0	10
Cc1csc(SCC(=O)Nc2sccc2C(N)=O)n1	4	?	1	101	100	1	2	4	7	1	6
COc1cccc(CC2(CO)CCCN(Cc3cn[nH]c3C3CCCCC3)C2)c1 (centres undefined)	-5	105	-1	101	100	-4	-1	-2	-9	-3	16
O=C(O)c1cc2nccc(-c3ccc(F)cc3)n2n1	1	104	0	103	98	0	3	2	-25	4	21
Cc1cc(NC(=O)CN(C)C)c([N+](=O)[O-])cc1C	-4	103	0	103	103	1	-1	-1	-10	-2	4
N#C/C(C(=O)NCc1ccccc1)=C1/N=C(NC(=O)c2cccs2)c2ccccc21	-17	99	-6	101	100	-10	-6	-6	-21	-5	-66
Cc1ccc(C(=O)Nc2ccc(N3CCN(C)CC3)nc2)cc1	-9	104	-3	104	103	-6	-8	-8	-14	-5	13
O=C(NCCC1=CCCCC1)C1CCN(c2nc3ccccc3o2)CC1	-17	100	-3	101	99	-7	-10	-7	-16	-3	-6
CC12CCC(C(=O)O)(c3nc4cc([N+](=O)[O-])ccc4nc31)C2(C)C (centres undefined)	nt	?	nt	104	101	nt	nt	nt	0	nt	4
Cc1ccc(NC(=O)CS(=O)CC(=O)N(c2ccccc2)C(C)C(=O)NC2CCCC2)cc1 (centres undefined)	-12	94	3	94	99	3	-14	-27	-27	-59	-2
COc1ccc(/C=N/NC(=O)CCn2nnc3ccccc32)cc1	nt	?	nt	99	100	nt	nt	nt	-5	nt	-2
O=c1c2c3c(sc2nc(N2CCNCC2)n1CCc1ccccc1)CCCCC3	nt	?	nt	103	99	nt	nt	nt	-33	nt	16
Cn1cnnc1SCc1ccc(C(=O)O)cc1	-12	102	2	101	102	-2	-9	-3	9	2	25
Nc1nc2c(s1)CC(c1ccccc1)CC2 (centres undefined)	-8	102	0	104	102	-7	-9	-6	-1	0	8
CCOC(=O)c1oc2nc(CC(C)C)c3c(c2c1N)CCC3	1	98	-1	100	101	-1	4	0	-26	1	5
Cc1ccc(S(=O)(=O)N2CCN(C(=O)c3cc(=O)c4ccccc4o3)CC2)cc1	-5	101	2	102	101	0	-2	2	2	1	14
CCCc1cc(C(=O)Cc2ccc(F)cc2)c(O)cc1O	-14	105	0	102	101	-3	-9	-8	13	-2	12
NCCc1nnc(SCC(=O)c2ccc(Cl)cc2)o1	nt	?	nt	98	98	nt	nt	nt	-7	nt	-4
CCOC(=O)c1ccc(NS(=O)(=O)c2ccc(SC)cc2)cc1	-8	100	0	99	101	-4	-10	-6	6	0	24
CCN1CCN(S(=O)(=O)Cc2ccccc2)CC1	-10	102	-3	101	102	-27	-4	-5	-20	-2	-15
CCOc1ccc(Br)cc1S(=O)(=O)Nc1ccc(NC(=O)c2ccccc2F)cc1	-1	100	-1	100	100	-4	-2	-2	-25	-4	-16
CCOC(=O)COc1ccc2c(c1)C(=O)CC1(CCCCC1)O2	-1	86	1	85	87	0	0	-2	-30	-4	-24
CCCc1cc(C(=O)Nc2cccc(C(C)=O)c2)no1	-10	100	0	97	99	-6	-7	-6	-14	0	5
COc1ccc(CCNC(=O)CN2CCN(Cc3ccccc3F)C2=O)cc1OC	nt	?	nt	98	98	nt	nt	nt	-16	nt	-5
Cc1ccccc1N(CC(=O)Nc1ccc(S(=O)(=O)N2CCOCC2)cc1)S(C)(=O)=O	-3	62	0	79	58	-6	-4	-2	-37	0	-6
Cc1cc(=O)n2[nH]c(SCc3ccccc3)nc2n1	-16	102	-1	101	98	-13	-9	-9	5	-4	1
COc1ccc(/C=C(/C#N)S(=O)(=O)c2ccc(C)cc2)cc1	-4	109	-2	103	104	-1	0	-3	6	-3	2
CC(=O)C1=C(C)NC(SCC(N)=O)=C(C#N)C1c1cccnc1 (centres undefined)	-4	98	-1	99	97	0	-5	-3	97*	2	32
Fc1ccc(Nc2nnc(C(F)(F)F)s2)cc1Cl	nt	?	nt	104	106	nt	nt	nt	-6	nt	7

2 entries drawn at random from those above, as already listed:
SMILES	Bim-Bfl-1	RGS7-Gao reg	Bim-Bcl-W	RGS8-Gao reg	RGS4-Gao reg	Bim-Bcl-XL	Bcl-2 Bim block	Bcl-B Bim block	Mcl1 Bid PPI	Mcl-1 Bim block	Mcl1-Noxa inh
Cc1cc(=O)n2[nH]c(SCc3ccccc3)nc2n1	-16	102	-1	101	98	-13	-9	-9	5	-4	1
CCCc1cc(C(=O)Nc2cccc(C(C)=O)c2)no1	-10	100	0	97	99	-6	-7	-6	-14	0	5

(list continues)
SMILES	Bim-Bfl-1	RGS7-Gao reg	Bim-Bcl-W	RGS8-Gao reg	RGS4-Gao reg	Bim-Bcl-XL	Bcl-2 Bim block	Bcl-B Bim block	Mcl1 Bid PPI	Mcl-1 Bim block	Mcl1-Noxa inh
O=C(Nc1ccccc1Cl)c1ccccc1Cc1ccccc1	-2	100	-17	101	98	-15	-9	-18	-20	-25	15
Cc1ccc(C(=O)Nc2nnc(-c3ccco3)o2)cc1	-3	100	-3	98	99	-1	0	-4	-7	-2	10
COc1ccc(Nc2nc(N)nc(CCl)n2)cc1	nt	?	nt	97	89	nt	nt	nt	-8	nt	6
COc1ccc(CC(=O)O/N=C(\N)Cc2ccc([N+](=O)[O-])cc2)cc1	nt	?	nt	101	101	nt	nt	nt	-6	nt	-1
O=C(C1CCCCC1)N1CCCc2ccccc21	0	102	-1	98	96	-1	-3	-1	-8	-2	8
COC(=O)COc1ccc(C2Nc3c(Cl)ccc(C(=O)O)c3C3C=CCC32)cc1 (centres undefined)	3	?	-3	100	103	-3	0	3	-4	-6	18
COc1ccc(C(=O)N/N=C/c2ccc3cccc(O)c3n2)cc1	0	101	-4	104	102	-2	0	-4	-73	0	39
O=C(CCc1ccccc1)NC(NC(=S)Nc1ccc(Cl)cc1)C(Cl)(Cl)Cl (centres undefined)	10	93	-6	90	90	-4	3	0	-16	-2	-5
O=C(CNC(=O)C1CCCCC1)Nc1ccccc1Cl	4	103	4	95	101	8	5	6	5	8	13
Cc1ccc(N(CC(=O)N2CCc3ccccc32)S(=O)(=O)c2cccs2)cc1	-20	99	-3	101	96	-6	-17	-12	-39	-6	-8
Cc1ccc(CN2CCN(Cc3cnc(N4CCOCC4)s3)CC2CCO)o1 (centres undefined)	-6	99	-2	102	101	-2	0	0	-31	-1	3
CCCc1cc(C(=O)NNC(=S)NCc2ccccc2)cs1	0	102	1	102	104	-2	1	-4	-48	-1	-44
S=C(Nc1cccc(Cl)c1Cl)Nn1cnnc1	8	105	-8	99	102	-17	-8	-34	-20	-14	11
c1coc(-c2nc3nc4ccccc4nc3n2-c2ccc3c(c2)OCCO3)c1	0	99	-2	102	102	0	0	-12	-5	1	28
CCOC(=O)c1ccc(N2C(=O)CC(N(Cc3ccc4c(c3)OCO4)C(=O)Nc3ccccc3)C2=O)cc1 (centres undefined)	0	102	-4	100	100	-2	0	0	-3	-2	17
CN1/C(=C/C(=O)c2cccs2)Sc2ccccc21	-1	94	-2	97	97	0	-4	-3	-61	0	10
NS(=O)(=O)c1ccc(NC(=S)NC2CCCCCC2)cc1	7	130	0	98	101	-5	0	-40	-8	-8	22
COC(=O)C1=NN(c2ccc(C)cc2)C2(S1)SC(C(C)=O)=C(C)N2c1ccccc1 (centres undefined)	1	105	3	100	106	-2	1	0	-64	0	0
CNc1oc(-c2ccc(C)cc2)nc1P(=O)(c1ccccc1)c1ccccc1	0	100	-2	98	104	-5	-1	1	-86	1	14
Nc1ccccc1SCC1CSc2nc3ccccc3c(=O)n21 (centres undefined)	-1	99	0	101	101	0	0	-2	-41	3	5
CN(Cc1ccccc1)S(=O)(=O)c1ccc(OCC(=O)Nc2cccc([N+](=O)[O-])c2)cc1	-5	101	-2	102	101	-8	-8	-10	-3	-7	15
Cc1ccccc1NC(=O)COc1ccc(Br)cc1C	0	102	-2	102	102	-4	-2	-4	-37	-1	6
O=C1C2(c3ccccc3)CN(CCO)CC1(c1ccccc1)CN(CCO)C2	-10	95	1	99	94	-3	-6	-7	-28	-3	0
COc1ccc(OC)c(S(=O)(=O)N2CCC(C(=O)Nc3cccc(C(F)(F)F)c3)CC2)c1	-11	103	0	105	110	-3	-14	-16	-3	-3	28
CC(=O)N1CCN(Cc2nc3cc(NC(=O)COc4ccccc4)ccc3n2C)CC1	-4	103	-13	98	100	-8	-3	-7	1	-1	31

Assay outcomes deposited in PubChem by several laboratories.
